# CCR6 antagonist: antagonists of human CCR6 receptor | P51684 | CHO-K1 CCR6 PathHunter beta-arrestin, luminescence, CCL20-stimulated | inhibition, % at 20 µM | hit rate 0.49% among 340,000 | AID 493098;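 active = compounds whose inhibition of the agonist-driven luminescence signal at 20 µM reaches about 50%, limit read from the data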;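 note: cells stimulated with CCL20 at 14 nM final; plate controls were DMSO with CCL20 for no effect and DMSO without agonist for full effect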
# Gli-Sufu antag: Gli-Sufu pathway antagonism; Sufu-KO-LIGHT fibroblasts, Gli luciferase reporter luminescence; inhibition, % at 5 µM; hit rate 0.74% among 340,000;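 active = inhibition above about 55%, limit read from the data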;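 note: 0% = DMSO-treated cells and 100% = wells with medium but no cells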
# APJ antag: blocks the human apelin receptor APJ. inhibition, % at 20 µM. CHO-K1 APJ beta-arrestin complementation, luminescence. hit rate 0.32% among 330,000. P35414;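 active = inhibition above about 40% at 20 µM, limit read from the data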;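 note: cells challenged with 10 nM apelin-13 agonist together with compound; plate controls were apelin-13 plus DMSO wells for no effect and DMSO wells lacking apelin-13 for full effect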
# UBC13 inh: human UBC13 polyubiquitination inhibition. P61088. UBC13 polyubiquitin chain formation, TR-FRET. inhibition, % at 20 µM. hit rate 0.47% among 330,000; in the data active = inhibition above about 45%, passing the limit was not always enough
# Target sequence (P61088 whole entry, looked up): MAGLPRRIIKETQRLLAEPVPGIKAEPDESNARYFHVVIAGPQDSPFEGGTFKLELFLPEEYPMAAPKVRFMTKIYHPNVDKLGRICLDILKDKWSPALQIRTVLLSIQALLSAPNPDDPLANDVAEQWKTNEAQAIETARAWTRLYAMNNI
# CXCR6 inh: CXCR6 (human) receptor inhibition; hit rate 0.36% among 360,000; inhibition, % at 20 µM; CHO-K1 PathHunter CXCR6 beta-arrestin, luminescence; AID 602244; O00574; in the data active = inhibition above about 34%, passing the limit was not always enough;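 note: antagonist mode with CXCL16 agonist at 10 nM final; 0% = 10 nM CXCL16 with DMSO and 100% = unstimulated wells without agonist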
# Target sequence (O00574 whole entry, looked up): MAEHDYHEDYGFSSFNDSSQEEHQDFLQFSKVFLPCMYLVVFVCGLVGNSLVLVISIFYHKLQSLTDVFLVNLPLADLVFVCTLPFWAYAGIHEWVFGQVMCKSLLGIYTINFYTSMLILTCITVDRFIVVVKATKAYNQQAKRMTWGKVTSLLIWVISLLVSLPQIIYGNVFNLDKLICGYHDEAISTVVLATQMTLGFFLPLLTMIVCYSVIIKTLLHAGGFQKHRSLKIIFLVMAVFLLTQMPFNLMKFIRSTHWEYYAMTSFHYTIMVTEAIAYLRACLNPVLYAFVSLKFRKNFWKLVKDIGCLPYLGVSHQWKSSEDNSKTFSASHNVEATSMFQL
# ATG4B inhibitor: inhibitors of human ATG4B cysteine protease. hit rate 0.51% among 340,000. AID 504462. inhibition, % at 8.33 µM. ATG4B cleavage of LC3-PLA2, NBD-HPC fluorescence, 1 h; in the data active = inhibition above about 40%
# APJ ag: APJ receptor agonism; hit rate 0.11% among 330,000; activation, % at 20 µM; CHO-K1 APJ PathHunter beta-arrestin, luminescence; 0% DMSO wells, 100% apelin;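 active = activation more than six SD over the plate average, tested at 20 µM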;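 note: 0% = DMSO alone and 100% = apelin-13 at 10 nM; some results filed as inactive read as strong as hits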
#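 Material: CHO-K1 APJ beta-arrestin complementation cell line; Input: cell density 1000 per well; Incubation: compound stimulation 90 min at 25 °C, detection 60 min; Signal: luminescence from split beta-galactosidase complementation, Galacton Star/Emerald II substrate; Controls: DMSO-only wells as negative, 10 nM Apelin-13 as positive control.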
# EBI2 antag: EBI2 (human) antagonism; P32249; hit rate 0.81% among 360,000; inhibition, % at 5 µM; EBI2 beta-arrestin recruitment, luminescence, 7a,25-OHC stimulated; AID 651636; in the data active = inhibition above about 38%;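 note: enzyme fragment complementation signal reports receptor beta-arrestin coupling in cells; 0% = agonist plus DMSO wells and 100% = wells without agonist; some results beyond the cut were filed as inactive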
# Target sequence (P32249 whole entry, looked up, the tested form may be a part): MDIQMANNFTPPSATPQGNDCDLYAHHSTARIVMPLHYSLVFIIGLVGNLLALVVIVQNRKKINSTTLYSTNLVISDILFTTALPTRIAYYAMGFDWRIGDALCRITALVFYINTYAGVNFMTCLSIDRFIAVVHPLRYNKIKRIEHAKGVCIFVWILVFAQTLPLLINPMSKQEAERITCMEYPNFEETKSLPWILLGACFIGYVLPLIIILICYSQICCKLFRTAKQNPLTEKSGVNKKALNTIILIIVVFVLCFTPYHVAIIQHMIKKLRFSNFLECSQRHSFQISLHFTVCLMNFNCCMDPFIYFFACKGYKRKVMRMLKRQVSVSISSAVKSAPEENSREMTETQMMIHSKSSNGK
# An asterisk follows results filed as active; x = not tested or not shown.
entry	Molecule	CCR6 antagonist	Gli-Sufu antag	APJ antag	UBC13 inh	CXCR6 inh	ATG4B inhibitor	APJ ag	EBI2 antag
1	CCOc1ccc(S(=O)(=O)N2CCCC(C(=O)Nc3cccc(C)c3)C2)cc1 (centres undefined)	27	-7	1	-2	-3	-9	1	-11
2	COC(=O)CCCC1=CC2=C(c3ccccc3)C(=O)C(C)(OC(=O)C3CCCC3)C(=O)C2=CN1Cc1ccc2c(c1)OCO2 (centres undefined)	9	0	3	-36	2	-1	6	1
3	COc1ccc(C2=NN(C(=O)c3ccco3)C(c3cc4ccccc4nc3Cl)C2)cc1 (centres undefined)	2	4	-4	23	x	-6	5	x
4	COC(=O)c1cc(-c2ccc(Br)cc2)n[nH]1	3	2	-2	-7	-18	-14	-1	-1
5	CS(=O)(=O)N(CC(=O)N1CCOCC1)Cc1ccccc1	3	1	-13	-5	4	5	0	1
6	O=C(CNC(=S)N(Cc1ccccc1F)C1CCCCC1)NCCCN1CCOCC1	3	8	18	-8	-8	-9	-2	0
7	OCCN(Cc1ccccc1)CC(O)COc1ccc(-c2ccccc2)cc1 (centres undefined)	5	-10	2	13	-20	5	-3	12
8	O=C(c1ccc(S(=O)(=O)Cc2ccccc2Cl)c([N+](=O)[O-])c1)N1CCN(c2ccccn2)CC1	-30	15	-35	13	-23	-3	7	-13
9	O=C(NC1=NCCS1)c1ccccc1Cl	7	0	17	3	-4	5	-2	-7
10	CN(C)c1ccc(/C=C2\SC(=O)N(CC(O)Cn3c4ccccc4c4ccccc43)C2=O)cc1 (centres undefined)	21	4	33	-26	9	-1	-6	11

# Along the list, as entered above.
# Compounds 1 to 10 in Gli-Sufu antag, in turn: -7, 0, 4, 2, 1, 8, -10, 15, 0, 4
# Compounds 1 to 10 in CXCR6 inh, in turn: -3, 2, x, -18, 4, -8, -20, -23, -4, 9

# (list continues)
entry	Molecule	CCR6 antagonist	Gli-Sufu antag	APJ antag	UBC13 inh	CXCR6 inh	ATG4B inhibitor	APJ ag	EBI2 antag
11	Cc1nn(CC(C)C)c(Cl)c1C(=O)N(C)CC(=O)Nc1c(Cl)cccc1Cl	13	-8	17	-8	-3	5	0	1
12	CN(CC(=O)Nc1ccc(F)c(F)c1F)C(=O)CCCSc1nc2ccccc2[nH]1	10	0	2	7	8	4	-5	-4
13	Cn1cc(CNC(=O)C2c3ccccc3Oc3ccccc32)cn1	10	1	15	7	7	-6	-1	6
14	CCCC(=O)NNc1c2ccccc2nc2ccccc12	12	22	20	-16	0	-8	1	-5
15	COc1ccc2c(c1)Sc1ccccc1N2CCN(C)C	1	-7	3	0	-2	-9	-1	-12
16	CCOC(=O)c1c(CNc2ccncc2)n(C)c2cc(Br)c(O)cc12	11	14	3	11	-7	1	-5	-2
17	CC1CC(C)CN(c2nc(NCc3ccco3)nc(N)c2[N+](=O)[O-])C1 (centres undefined)	11	7	3	3	0	10	0	4
18	CS(=O)(=O)N1CCCC(C(=O)Nc2ccccc2F)C1 (centres undefined)	14	-9	-14	-1	-7	1	-2	-1
19	COC(=O)CC1C(=O)NCCN1C(=O)c1ccccc1 (centres undefined)	11	0	-12	6	-2	-5	0	0
20	Oc1ccc(Br)cc1CNc1cnc2ccccc2c1	0	2	-2	27	2	2	-1	8
21	O=S(=O)(Nc1ccc2c(c1)OCO2)c1cccc(Br)c1	12	-9	6	4	0	-1	-2	-9
22	CCOC(=O)C1(Cc2ccc(OC)cc2)CCN(C(=O)Cc2cccnc2)CC1	16	2	6	3	4	0	-2	-11
23	CCOC(=O)N1CCN(C(=O)CN(C)S(=O)(=O)c2ccc(F)cc2)CC1	2	-17	21	2	-2	-6	-2	-9
24	CCCN1CCN(C(=O)c2cc(COc3ccc4ncccc4c3)on2)CC1	10	13	1	14	-1	1	-2	-16
25	CN1CCN(S(=O)(=O)c2ccc(C#N)cc2)C(c2ccccc2)C1 (centres undefined)	14	4	15	-3	5	-1	-7	0
26	CCC(C)NC(=O)CCC(=O)Nc1ccc2nc(N3CC(C)CC(C)C3)cc(C)c2c1 (centres undefined)	6	5	7	21	4	0	-1	22
27	Clc1ccc(-c2ccc(/C=N/Nc3cc(N4CCOCC4)nc(N4CCOCC4)n3)o2)cc1	-10	-4	-29	0	-1	-10	-4	4
28	Cc1cc(/C=C2/SC(=O)NC2=O)c(C)n1-c1ccc(N2CCOCC2)cc1	-6	-9	-1	-12	-1	-7	1	-8
29	COc1cccc(/C=N/NC(=O)c2c(C)nc3ccc(Cl)cn23)c1O	-2	84*	-4	-13	-7	-4	3	11
30	COc1ccc(S(=O)(=O)N(CC(=O)NC(C)C)Cc2ccccc2)cc1	-4	-8	-14	2	-2	8	-3	-7
31	CCCNC(=O)CN(Cc1ccco1)S(=O)(=O)c1ccc(OCC)cc1	-11	3	-9	-6	-7	-3	-2	-8
32	COc1cc(/C=C(\NC(C)=O)C(=O)Nc2cccc(O)c2)ccc1OC(C)=O	15	3	7	-8	1	12	-4	-5
33	CON1C(=O)C(=O)N(OC)C(C)(C)C1C (centres undefined)	-5	4	-2	-5	-2	4	-2	-9
34	CCOc1ccc(C(=O)NCC(=O)OCc2nnc(-c3ccccc3)o2)cc1OCC	3	2	0	-1	-7	1	-3	-2
35	CCC(CO)Oc1cc(NCc2cccnc2)c2ncn(C(C)C)c2c1 (centres undefined)	-9	3	-14	-10	-10	-3	3	-5
36	O=C(Nn1c(COc2ccccc2)nc2ccccc2c1=O)C(Cl)(Cl)Cl	-7	-9	11	2	4	1	-3	4
37	COc1ccc(CN(C(=O)COc2ccc(C)c(C)c2)C2CCS(=O)(=O)C2)cc1OC (centres undefined)	-6	5	-6	-5	-3	-27	3	2
38	COc1ccc(-n2c(CCc3ccccc3)nnc2SCC(=O)c2ccccc2)cc1	17	5	-9	6	9	60*	-2	25
39	Cc1cc(C)c(NC(=O)c2cc(=O)c3ccccc3o2)c(C)c1	-6	-4	12	-1	-8	1	-9	-9
40	Cc1cc(C)nc(SCc2ccc(C(=O)N/N=C/c3cccc(O)c3O)cc2)n1	35	84*	-23	-16	2	-7	3	2

# Sorted by the number under CCR6 antagonist (largest number first): some entries from above
nr	molecule	CCR6 antagonist	APJ antag	UBC13 inh	CXCR6 inh	ATG4B inhibitor	APJ ag	EBI2 antag
11	Cc1nn(CC(C)C)c(Cl)c1C(=O)N(C)CC(=O)Nc1c(Cl)cccc1Cl	13	17	-8	-3	5	0	1
12	CN(CC(=O)Nc1ccc(F)c(F)c1F)C(=O)CCCSc1nc2ccccc2[nH]1	10	2	7	8	4	-5	-4
37	COc1ccc(CN(C(=O)COc2ccc(C)c(C)c2)C2CCS(=O)(=O)C2)cc1OC (centres undefined)	-6	-6	-5	-3	-27	3	2

# Full records from above.
# Record of CCCN1CCN(C(=O)c2cc(COc3ccc4ncccc4c3)on2)CC1 → CCR6 antagonist: 10; Gli-Sufu antag: 13; APJ antag: 1; UBC13 inh: 14; CXCR6 inh: -1; ATG4B inhibitor: 1; APJ ag: -2; EBI2 antag: -16
# Record of CCCC(=O)NNc1c2ccccc2nc2ccccc12 → CCR6 antagonist: 12; Gli-Sufu antag: 22; APJ antag: 20; UBC13 inh: -16; CXCR6 inh: 0; ATG4B inhibitor: -8; APJ ag: 1; EBI2 antag: -5

# Other records follow:
entry	Molecule	CCR6 antagonist	Gli-Sufu antag	APJ antag	UBC13 inh	CXCR6 inh	ATG4B inhibitor	APJ ag	EBI2 antag
41	CCc1cc(C(=O)N2CCN(c3ccccc3OC)CC2)sc1C	18	15	12	1	-20	-2	0	10
42	CC1CCC2C(=O)N(c3ccc(C(=O)Oc4cccc5cccnc45)cc3)C(=O)C2C1 (centres undefined)	16	45	-25	-10	6	5	7	-8
43	CN(C)c1cccc(C(=O)N/N=C/c2ccsc2)c1	-4	-65	4	3	-1	-3	-1	-13
44	O=C(NCc1ccncc1)C(=O)N/N=C/c1cccnc1	0	1	12	0	3	-7	-4	-1
45	O=[N+]([O-])c1ccc(O)c(C2CCCCC2)c1	20	12	x	x	11	7	x	-2
46	COc1ccc(-c2n[nH]c(=S)n2/N=C/C=C/c2ccccc2OC)cc1	25	-9	-9	-10	9	3	-1	-2
47	COc1ccc(C2CC(c3ccccc3)=NN2C(=O)COC(=O)c2ccc(Cl)nc2)cc1 (centres undefined)	17	-21	-1	-4	4	0	0	20
48	CC(=O)Nc1cccc(C(=O)NNC(=O)c2ccc(-n3cnnn3)cc2)c1	-6	0	7	8	7	-3	-1	-3
49	Cc1ccc(S(=O)(=O)NCC(=O)OCc2cc(=O)oc3c(C)c(C)ccc23)cc1C	4	-1	-6	5	-20	-18	-3	-1
50	COc1ccccc1NC(=O)CSc1nc(=O)n(CCN2CCOCC2)c2c1CCC2	3	-6	10	-1	-7	-4	7	6

# Compounds from the list above that contain fluorine (4):
entry	Molecule	CCR6 antagonist	Gli-Sufu antag	APJ antag	UBC13 inh	CXCR6 inh	ATG4B inhibitor	APJ ag	EBI2 antag
6	O=C(CNC(=S)N(Cc1ccccc1F)C1CCCCC1)NCCCN1CCOCC1	3	8	18	-8	-8	-9	-2	0
12	CN(CC(=O)Nc1ccc(F)c(F)c1F)C(=O)CCCSc1nc2ccccc2[nH]1	10	0	2	7	8	4	-5	-4
18	CS(=O)(=O)N1CCCC(C(=O)Nc2ccccc2F)C1 (centres undefined)	14	-9	-14	-1	-7	1	-2	-1
23	CCOC(=O)N1CCN(C(=O)CN(C)S(=O)(=O)c2ccc(F)cc2)CC1	2	-17	21	2	-2	-6	-2	-9

# (more compounds)
entry	Molecule	CCR6 antagonist	Gli-Sufu antag	APJ antag	UBC13 inh	CXCR6 inh	ATG4B inhibitor	APJ ag	EBI2 antag
51	COC(=O)c1cc2nc(-c3ccc(C)cc3)cc(C(F)(F)F)n2n1	8	2	6	3	2	-6	-1	3
52	CCNS(=O)(=O)c1ccc(CCC(=O)N2CCc3ccccc3C2)cc1	6	-5	-18	-5	-6	-3	1	-2
53	CN(C)c1ccc(N2C(=O)CC(c3ccccc3)CC2=O)cc1	6	3	0	7	8	-10	2	-5
54	Cn1nc(C(=O)NNc2c(F)c(F)cc(F)c2F)c2ccccc2c1=O	16	1	10	-1	3	-5	-3	8
55	Cc1cnc(C(=O)OCC(=O)NCc2ccccc2)cn1	1	1	-12	-6	5	-8	-2	-11
56	COc1ccc(CCC(=O)Nc2nc3c(s2)CN(C)CC3)cc1OC	5	15	-5	-4	-8	-10	4	-9
57	O=C(NC(NNc1ccc([N+](=O)[O-])cc1)(C(F)(F)F)C(F)(F)F)c1ccc(F)cc1	35	37	-31	-10	27	9	4	14
58	O=[N+]([O-])c1ccc(NCCCN2CCOCC2)c(Cl)c1	1	-4	-9	-8	7	-6	-4	-6
59	Fc1ccccc1OCCCCCCN1CCCC1	7	16	-13	-10	1	0	-1	-3
60	CCCC[C@H]1COCCS(=O)(=O)N1Cc1ccc(C)cc1	3	-5	2	-3	-6	1	8	-7
61	COc1ccc(C(=O)NC(=S)N2CCNC(=O)C2CC(=O)OC(C)C)cc1 (centres undefined)	-6	6	-2	-6	8	-2	-4	-6
62	O=C(Nc1ccon1)c1ccc(Cl)c(S(=O)(=O)N2CCCCC2)c1	19	6	-2	-6	6	1	-4	5
63	O=C(CN1C(=O)NC2(CCCC2)C1=O)Nc1cc(C(F)(F)F)ccc1N1CCCCC1	20	3	13	1	-7	-2	0	3
64	Cc1ccc(C(=O)N[C@H](C(=O)Nc2sccc2C(N)=O)C(C)C)cc1	11	39	5	20	0	0	1	-5
65	Cc1cccc(C)c1NC(=O)CS(=O)CC(=O)NC1CCCc2ccccc21 (centres undefined)	3	0	-8	-16	7	-10	-2	-10
66	CC(=O)Oc1ccc2c(=O)c(-c3ccccc3)c(C)oc2c1	3	5	10	15	0	0	-3	3

# Screens from PubChem.
